# AID inhibitor – inhibitors of human activation induced cytidine deaminase | Q9GZX7 | AID deamination FRET fluorescence, UDG-coupled, 4 h | Potency, µM (highest dose often 115 µM), without a hit: at the top dose activity change, negative = inhibition, actives largely listed as inhibitors | 91,000 compounds, 0.32% hits | AID 1347428; also: nearly all actives have a fitted effect of over 25% in size
# Target sequence (Q9GZX7 whole entry, looked up): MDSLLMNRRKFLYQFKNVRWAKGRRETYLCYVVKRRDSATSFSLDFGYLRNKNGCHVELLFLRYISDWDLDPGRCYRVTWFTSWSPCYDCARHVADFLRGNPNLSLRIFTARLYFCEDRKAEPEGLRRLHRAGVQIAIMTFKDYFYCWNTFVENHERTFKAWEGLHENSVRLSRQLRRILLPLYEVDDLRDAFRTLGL
# UDG counter – blocks uracil-DNA glycosylase in AID counter-screen | FRET deamination/UDG coupled assay, UDG read, 4 h | Potency, µM (series often up to 115 µM), for the others: at the top dose activity change, negative = inhibition, actives largely listed as inhibitors | 91,000 compounds, 0.14% hits | AID 1347430; also: nearly all actives have a fitted effect of over 65% in size
# An asterisk follows results filed as active; u = inconclusive; & = joins results of further samples; [ ] = another dose, or the depositor's remark. Calls follow the shape of the dose curve; as a rule, active = well fitted curve in the direction sought with a large enough effect; inconclusive = small, poorly fitted or top-dose-only effect, or another doubt; inactive = no such curve, though single readings can be large; an effect the other way counts as inactive or inconclusive. % is scaled to controls: 0 for no effect and ±100 for the full control effect; potency is read from the fitted curve at half-maximal effect. An excerpt (hit frequency here may not be typical).
SMILES,AID inhibitor,UDG counter
COc1ccc(CCNc2ncnc3c2cnn3-c2cccc(Cl)c2)cc1,-7%,-13%
CC1CCCCN1C(C)CNC(=S)Nc1ccc(F)cc1F (stereo not given),-5%,4%
O=C(NCc1ccc(F)cc1)c1ccc(CS(=O)(=O)c2ccc(Cl)cc2)o1,-18%,31%[activator]
Cc1ccc(NC(=O)Cn2cc(C(=O)c3ccco3)c3ccccc32)cc1,11%,4%
Cc1ccc(-c2ccc(N)cc2)o1,3%,7%
COc1ccc(CCNc2nccn(-c3ccc(C)c(C)c3)c2=O)cc1OC,u,12%
CC(C)N1CCc2c(sc(NC(=O)c3ccco3)c2-c2nc3ccccc3s2)C1,15%,-4%
CN(C)CCCOC(=O)c1ccc(C(C)(C)C)cc1,-7%,-8%
CCNC(=O)/C=C/c1ccc(OC)cc1,3%,4%
Cc1cc(C)c2oc(C(=O)Nc3cccc(Cl)c3)cc(=O)c2c1,5%,6%
CN(C)CCNCc1ccc(-c2ccccc2)o1,6%,1%
CCOC(=O)c1ccc(Nc2c(C(=O)OCC)cnc3ccc(OCC)cc23)cc1,-1%,42%[activator]

# An excerpt of these results, with values under each structure.
# The line under a structure holds: AID inhibitor	UDG counter
Cc1ccc(NC(=O)Cn2cc(C(=O)c3ccco3)c3ccccc32)cc1
 : 11%	4%
Cc1ccc(-c2ccc(N)cc2)o1
 : 3%	7%
COc1ccc(CCNc2nccn(-c3ccc(C)c(C)c3)c2=O)cc1OC
 : u	12%
CC(C)N1CCc2c(sc(NC(=O)c3ccco3)c2-c2nc3ccccc3s2)C1
 : 15%	-4%
CN(C)CCCOC(=O)c1ccc(C(C)(C)C)cc1
 : -7%	-8%

# Back to the main list with the 2 entries that preceded the break.
SMILES,AID inhibitor,UDG counter
CN(C)CCNCc1ccc(-c2ccccc2)o1,6%,1%
CCOC(=O)c1ccc(Nc2c(C(=O)OCC)cnc3ccc(OCC)cc23)cc1,-1%,42%[activator]
Cc1c(CC(=O)N2CCCCC2)c(=O)oc2cc3occ(C(C)(C)C)c3cc12,2%,4%
CCCCCCCCCc1ccc(-c2ccc(CCCCCCC)cc2)nc1,-1%,-2%
COc1ccc(C2C=C(c3ccccc3)Nc3nc(NS(=O)(=O)c4ccc(C)cc4)nn32)cc1 (stereo not given),-16%,0%
Cc1ccc(C(=O)Nc2cc(-c3nc4cc(Cl)ccc4o3)ccc2C)c(C)c1,19%,4%
COc1ccc(Cl)cc1NC(=O)c1ccc2c(c1)CCCN2S(C)(=O)=O,u,3%
COc1ccc(OC)c(CNC(=O)CSc2c3c(nc4cc(Cl)ccc24)CCCC3)c1,u,-23%
COc1ccc(-c2cn3c(n2)sc2cc(C(=O)Nc4c(C)cccc4C)ccc23)cc1,18%,-4%[57.5 µM]
CCOc1ccc(C2c3[nH]c4ccccc4c3CCN2C(=O)CCc2ccccc2)cc1 (stereo not given),u,-15%[57.5 µM]
CCOC(=O)c1c(NC(=O)c2cc3ccccc3c(=O)o2)sc2c1CCC(C)C2 (stereo not given),34%[activator],7%
COc1ccccc1C(=O)Nc1ccc(-c2nc3ncccc3o2)cc1,-20%,4%
Cn1c(=O)c2cn(S(=O)(=O)c3ccccc3)nc2n(C)c1=O,2%,3%
O/N=C(\c1ccc(O)cc1O)c1ccccc1F,-1%,-3%
CC1=C(c2ccc(C)c(C)c2)S(=O)(=O)N=C1N1CCC(C(=O)NCc2ccc(Cl)cc2)CC1,-17%,-3%
CC(CC(=O)NCc1ccc(Cl)cc1Cl)CC1=NS(=O)(=O)c2ccccc2N1 (stereo not given),19%,6%
CCC1CCCCN1CCCNC(=O)c1cn(C)c2ccc(S(=O)(=O)N(C)C3CCCCC3)cc2c1=O (stereo not given),-16%[57.5 µM],-13%[57.5 µM]
CC(C)C1N=C2c3ccccc3N=C(SCC(=O)NCc3ccccc3Cl)N2C1=O (stereo not given),-7%,-8%
CCOCCCNCc1cc(=O)oc2ccc3ccccc3c12,1%,-1%
Cc1ccc(CNC(=O)CSc2ncc(S(=O)(=O)c3ccc(C)c(Cl)c3)c(=O)[nH]2)cc1,-21%,3%
COc1ccccc1CNC(=O)Cn1c(=O)oc2cc(S(=O)(=O)N3CCCC3)ccc21,-17%,1%
CC(C)CCOC(=O)C(C)Oc1ccc2c(=O)c(-c3ccccc3Cl)coc2c1 (stereo not given),-2%,-2%
COc1ccc(CCNC(=O)CCn2c(=O)c3ccccc3n(Cc3ccc(Cl)cc3)c2=O)cc1OC,-6%,-1%
N=C(N)CCl,-12%,-3%
CC(=O)c1cccc(NC(=O)CSc2nc3c(-c4ccccc4)c[nH]c3c(=O)n2C2CC2)c1,-5%,-4%
COc1cc(-c2nc3ccc(Cl)cn3c2Nc2ccc3c(c2)OCCO3)ccc1O,11%,-5%[57.5 µM]
COc1ccc(N2CCN(C(=O)CCc3c(C)nn(-c4ccc(N5CCCC5)nn4)c3C)CC2)cc1,10%,6%[57.5 µM]
CCOc1ccc(-c2nc(C#N)c(N3CCN(Cc4ccccc4)CC3)o2)cc1,-21%,0%
Cc1sc(-c2cc3ccccc3oc2=O)nc1-c1ccc(Cl)c(Cl)c1,13%,-9%
Cc1ccccc1Oc1nc2ccccn2c(=O)c1/C=C(\C#N)c1nc2ccccc2[nH]1,52%[activator],-6%
Cc1cccc(-c2c3c(=O)n(C)c(=O)n(C)c3cn2-c2cc(N)c(Cl)cc2Cl)c1,u,-11%
C=CC[N+](CC)(CC)CC#Cc1ccccc1,2%,5%
Cc1cc2oc(C(=O)N3CCN(c4cccc(Cl)c4)CC3)cc(=O)c2cc1C,-8%,0%
CCOc1ccc(NC(=O)c2cc3c(=O)n(Cc4cccs4)ccc3nc2C)cc1,-12%,-5%
O=c1c(N2CCc3ccccc3C2)csc2ccccc12,11%,9%
COC(=O)CC(NC(=O)c1ccc(C#N)cc1)c1ccc(C)cc1 (stereo not given),3%,-2%
Cc1ccccc1OCCCn1c(CCNC(=O)C2CCCCC2)nc2ccccc21,-7%,-1%
FC(F)(F)c1ccccc1CNCc1ccccc1,-3%,5%
CCOc1ccc(CNC(=O)c2cc3ccccn3n2)cc1OC,26%,0%
CCc1ccc(-n2c(=O)c3c4c(sc3n(Cc3ccc(F)cc3)c2=O)CCCC4)cc1,15%,-13%[57.5 µM]
CC(=O)N1CCCc2cc(S(=O)(=O)Nc3ccc(Cl)cc3F)ccc21,-13%,-1%
COc1ccccc1NC(=O)C1=C(C)Nc2nc(SCC(=O)c3ccc(C)cc3)nn2C1c1ccccc1C (stereo not given),-5%,-17%[57.5 µM]
O=C(COc1ccccc1F)Nc1ccc(-c2nc3ccccc3s2)cc1,-6%,-1%
COc1cccc(C2C(C#N)=C(N)OC3=C2C(=O)CC(c2ccccc2)C3)c1 (stereo not given),0%,11%
CC(C)CC(NC(=O)CC(C)(C)CC(=O)O)c1ccccc1 (stereo not given),-1%,10%
COc1ccc(C2CC(=O)c3c([nH]c(C(=O)OC4CCCCCC4)c3C)C2)cc1OC (stereo not given),-1%,0%
COc1ccc(-c2nc3cc(NC(=O)c4ccccc4)ccc3o2)cc1,5%,-6%
CCN(CC)S(=O)(=O)c1ccc2c(c1)N(CC(=O)Nc1cccc(C#N)c1)C(=O)CO2,6%,-3%
COCc1nn2c(c1-c1ccccc1)NC(=O)CC2C(=O)Nc1ccccc1Cl (stereo not given),5%,0%
O=S(=O)(c1cccc2c(I)cccc12)N1CCCNCC1,-10%,-3%

# An excerpt from above in order of heavy-atom count, low to high:
SMILES,AID inhibitor,UDG counter
COc1ccc(Cl)cc1NC(=O)c1ccc2c(c1)CCCN2S(C)(=O)=O,u,3%
Cc1c(CC(=O)N2CCCCC2)c(=O)oc2cc3occ(C(C)(C)C)c3cc12,2%,4%
CC(C)CCOC(=O)C(C)Oc1ccc2c(=O)c(-c3ccccc3Cl)coc2c1 (stereo not given),-2%,-2%

# Additional entries follow:
SMILES,AID inhibitor,UDG counter
Cc1c(Cl)cccc1NC(=O)CSc1cc(-c2ccccc2)ncn1,12%,-1%
CCOc1ccc(Nc2nc(-c3sc(NC(C)=O)nc3C)cs2)cc1,-14%,0%
COc1ccc(S(=O)(=O)N2CCC(n3c(C)nc4cccnc43)CC2)cc1Cl,-7%,1%
CCc1ccc2nc(N3CCN(C(=O)C4CC4)CC3)sc2c1,-12%,-11%
COc1ccc2ccccc2c1C1C(C#N)=C(N)OC2=C1C(=O)CC(C)(C)C2 (stereo not given),-3%,-8%
Cc1c(CCC(=O)NCCc2ccccc2)c(=O)oc2cc(O)ccc12,-1%&25%,-5%&-11%
CCCn1c(CCC(=O)Nc2cc(C(=O)OC)cc(C(=O)OC)c2)nc2cccnc21,34%[activator],-4%
CCC(C)OC(=O)/C(C#N)=C\c1ccc(-c2cccc(C(F)(F)F)c2)o1 (stereo not given),-10%[57.5 µM],0%[57.5 µM]
CN(C)CCNc1oc(-c2cccs2)nc1C#N,1%,-8%
O=C(CSc1ncc(-c2ccccc2)[nH]1)Nc1cccc(C(F)(F)F)c1,11%,2%
Cc1cc(C)cc(NC(=O)CC(C)n2nc(C)cc2C)c1 (stereo not given),-7%,-8%
COc1cccc(NC(=O)CCc2nnc3n(CC(C)C)c(=O)c4ccccc4n23)c1,6%,2%
COc1ccc(-c2nc(S(=O)(=O)c3ccc4c(c3)OCCO4)c(N3CCN(C)CC3)o2)cc1,u,-12%
Cc1sc(NC(=O)C(C)C)c(C#N)c1C,7%,2%
O=C(O)c1cc2c(OCc3ccccc3)cccc2[nH]1,8%,4%
COc1ccc(F)cc1C(=O)C(=O)O,4%,5%
CNC(=S)N/N=C/c1cccc(Cl)c1,-2%,-7%
Cc1ccc(-c2onc(C)c2C)cc1S(=O)(=O)NCc1ccco1,-14%,-9%
COc1cc(C2CC(=O)c3c(C)nc(Nc4ccccc4)nc3C2)cc(OC)c1OC (stereo not given),-4%,-6%
O=C(Nc1cc(F)ccc1F)c1ccc2c(c1)nnn2C1CCCC1,1%,-14%[57.5 µM]
O=c1[nH]c(CN(Cc2cccs2)CC2CCCO2)nc2scc(-c3ccco3)c12 (stereo not given),-9%,5%
O=C(NCC(F)(F)F)C1CCN(Cc2ccccc2)CC1,-3%,4%
Cc1ccc2c(c1)-c1nc(-c3ccc(Cl)cc3)cc(-c3coc4ccccc4c3=O)c1CO2,u,-14%
CNC(=O)/C=C/c1ccc([N+](=O)[O-])cc1,-2%,-1%
C/C(=N\NC(=O)C1CCCCC1)c1ccc(NC(=O)c2ccc(Cl)s2)cc1,2%,6%
COCCCN(CCOC)Cc1ccccc1,-3%,7%
CC(C)ON([C@@H](C(=O)NO)C(C)C)S(=O)(=O)c1ccc(-c2ccccc2)cc1,2%,-10%
Cc1oc2c(c1C(=O)NCc1cccc(Br)c1)C1=NCCN1C=N2,u,-2%
Cc1cc(NC(=O)c2ccc([N+](=O)[O-])o2)cc(-c2nc3cc(C(C)C)ccc3o2)c1O,11%,-9%
CCCCOC(=O)c1ccc(NS(=O)(=O)c2c(C)nc3scc(C)n3c2=O)cc1,8%,8%
O=C(OCc1ccc(F)cc1)c1cnc2ccccc2n1,3%,-1%
COc1cccc2[nH]c(C(=O)NCc3ccc4c(c3)CCN4C(=O)c3ccc(F)cc3)cc12,u,0%
CCOc1ccc(C(=O)Cn2cnc3ccccc3c2=O)cc1,-6%,-7%
CC1CC1C(=O)Nc1ccc(SC2CCCC2)cc1 (stereo not given),-17%,-16%
O=c1c2ccccc2cnn1Cc1coc(-c2ccc(Cl)cc2)n1,1%,-7%
Cc1ccc(N=C2NC(=O)CC(C(=O)Nc3cc(C(F)(F)F)ccc3Cl)S2)cc1 (stereo not given),-1%,0%
Cn1nnnc1SCC(=O)N(Cc1cccs1)c1ccc2c(c1)OCCO2,-8%,2%
O=C(Nc1cccc(C(F)(F)F)c1)c1cc2nc(-c3ccc4c(c3)OCO4)cc(C(F)(F)F)n2n1,-22%[57.5 µM],-13%[57.5 µM]
COCCNC(=S)N/N=C(/C)c1ccc(C(C)(C)C)cc1,-4%,3%
CCOc1ccc(CNC(=O)c2sc3ncnc(N(C)C4CCCCC4)c3c2C)cc1,u,-15%
CCCCCCCCCCCCCCCCCCN(C)C,11%,7%
O=C(NCC(c1cccs1)c1c[nH]c2ccccc12)c1cccs1 (stereo not given),19%,0%
CCOc1ccc(-c2cc(-c3nc(-c4ccc(OCC)cc4)no3)[nH]n2)cc1,-11%,-3%
CC(C)c1ccc(NC(=O)CSC2=Nc3ccccc3C3=NC(CCC(=O)NC4CCCCC4)C(=O)N23)cc1 (stereo not given),u,1%
COc1cccc(CNC(=O)CCn2c(=O)c3cccn3c3ccc(F)cc32)c1OC,1%,-12%[57.5 µM]
COC(=O)c1cc(C(=O)OC)cc(-c2ccc(C=O)o2)c1,-19%,-8%
O=C(/C=C/c1ccc(-c2ccc(F)cc2)s1)N1CCS(=O)CC1,-6%,-1%
Fc1ccc(Nc2nc(-c3cccc(Cl)c3)c3c(n2)-c2ccccc2OC3)cc1,-6%,-12%
O=C(Cc1cccc2ccccc12)NCCc1cccnc1,3%,0%
CC(=O)N1CCc2cc(CNC(=O)Nc3ccc(Br)c(C)c3)ccc21,u,49%[activator]
Cc1ccc(-n2nnnc2CNC(=O)c2ccccc2)cc1C,-7%,-2%
COc1cccc(CNC(=O)CN2C(=O)CCn3nc(-c4cn(C)c5ccccc45)cc32)c1OC,3%,-19%
O=c1c(S(=O)(=O)c2ccccc2)cn(Cc2ccc(F)cc2)c2cc(N3CCCC3)c(F)cc12,12%,-4%
Cc1nc2ncnn2c(C)c1CCC(=O)NCc1ccc(Cl)cc1,16%,-5%
O=C(CCn1nc(-c2ccccc2)c2ccccc2c1=O)NC1CCCCC1,-2%,4%
